SUMO Mot1 rescue = yeast Mot1-301 growth rescue at high temperature, primary screen, SUMOylation pathway inhibitor project, S. cerevisiae, ATP luminescence, 38.5C | growth rescue, % at 18.8 µM | S. cerevisiae Mot1-301 growth rescue; percent above DMSO median, 100 means doubled | AID 2716, 2010 | actives 1% (n = 320,000);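 active = every valid replicate shows activation above 250% relative to neutral control wells; inactive = the rest, any valid replicate at or below 250%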;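 note: OY570 slx delta 5 strain wells were the positive control but not used for scaling; some compounds called inactive have numbers as strong as hits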
PfHsp90 yeast 2 = growth inhibition of PfHsp90-expressing yeast, primary screen, antimalarial PfHsp90 inhibitor project, S. cerevisiae, BacTiter-Glo luminescence, single point, set 2; BacTiter-Glo ATP, 48 h; yeast lacking PDR1 and PDR3 efflux regulators; inhibition, % at 9.4 µM; actives 0.32% (n = 310,000);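 active = every replicate shows inhibition above about 80%, whatever the replicate mean, limit read from the data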;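 note: 0% = DMSO neutral controls and 100% = 20 µM radicicol positive controls; yeast relying on Plasmodium falciparum Hsp90 in place of its own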
DSG3 Ab inh = inhibitors of pemphigus antibody binding to DSG3, primary screen, biochemical, bead-based, flow cytometry, scFv-GFP | AID 588358, 2011 | DSG3-coupled beads, scFv-anti-DSG3-GFP binding; active compounds read low | binding (percent of control), % at 10 µM | actives 0.48% (n = 310,000);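 active = binding more than 3 SD below its plate's average and above zero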;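 note: hits lower antibody fragment binding to DSG3; some compounds called inactive have numbers as strong as hits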
E coli growth = E. coli V3065 growth inhibition, primary screen, counter-screen for AddAB inhibitor project, absorbance, OD600 | 18 h | inhibition, % at 11.9 µM | actives 0.27% (n = 330,000) | AID 449728, 2010;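 active = inhibition above the campaign's mean inhibition across all tested compounds plus 3 SD, cut at about 9.9% in these data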;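 note: uninfected addAB+ strain grown without phage in ampicillin broth; 0% = DMSO wells and 100% = ciprofloxacin 0.95 µg/ml wells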
AddAB inh = growth inhibition of E. coli expressing H. pylori AddAB, primary screen, AddAB inhibitor project, absorbance; actives 0.29% (n = 330,000); inhibition, % at 11.9 µM; in the data active = inhibition above about 12%;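 note: 0% = vehicle wells of infected cells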
MOR-DOR inv ag = inverse agonists of MOR-DOR heterodimerization, primary screen, cell-based, luminescence; cell-based MOR-DOR heterodimer luminescence, inverse agonism; AID 504357, 2011; actives 0.21% (n = 340,000); Mu-type opioid receptor (Homo sapiens) + Delta-type opioid receptor (Homo sapiens), …; inhibition, % at 9.3 µM; in the data active = inhibition above about 22%, passing the limit was not always enough;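 note: 0% = cells with DMSO and 100% = wells without cells with DMSO; values of inactives mirror those of a sister screen read the other way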
Target sequence (P35372 whole entry, looked up): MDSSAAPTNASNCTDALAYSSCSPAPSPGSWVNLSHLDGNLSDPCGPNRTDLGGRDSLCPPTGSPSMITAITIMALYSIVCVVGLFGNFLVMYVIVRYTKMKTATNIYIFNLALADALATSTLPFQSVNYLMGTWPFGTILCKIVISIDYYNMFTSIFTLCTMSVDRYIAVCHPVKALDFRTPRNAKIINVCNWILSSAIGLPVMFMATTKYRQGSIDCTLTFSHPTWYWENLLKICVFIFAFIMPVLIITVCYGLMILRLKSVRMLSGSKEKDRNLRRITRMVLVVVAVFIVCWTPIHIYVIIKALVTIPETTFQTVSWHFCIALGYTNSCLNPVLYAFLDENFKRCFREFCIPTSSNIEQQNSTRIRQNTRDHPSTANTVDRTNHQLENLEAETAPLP
Target sequence (P41143 whole entry, looked up): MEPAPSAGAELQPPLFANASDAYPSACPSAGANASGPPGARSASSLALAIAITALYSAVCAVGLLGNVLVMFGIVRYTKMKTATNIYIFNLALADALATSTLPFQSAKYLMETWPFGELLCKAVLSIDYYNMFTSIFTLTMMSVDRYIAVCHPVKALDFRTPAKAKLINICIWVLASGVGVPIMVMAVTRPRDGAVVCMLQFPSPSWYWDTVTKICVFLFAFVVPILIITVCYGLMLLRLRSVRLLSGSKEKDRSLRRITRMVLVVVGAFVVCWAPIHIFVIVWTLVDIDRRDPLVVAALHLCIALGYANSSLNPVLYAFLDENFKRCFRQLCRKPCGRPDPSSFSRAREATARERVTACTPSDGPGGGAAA
phage Ecoli inh = growth loss of phage-infected E. coli, primary screen, RecBCD inhibitor project, absorbance, with phage, HTS; inhibition, % at 11.9 µM; AID 651602, 2012; actives 0.26% (n = 360,000); in the data active = inhibition above about 11%
Tat transport = E. coli Tat export inhibitors, primary screen, MC4100, TorA-mCherry reporter, fluorescence, single point. AID 488895, 2010. inhibition, % at 10 µM. actives 0.036% (n = 340,000);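 active = mean replicate inhibition at least 50% and at least half of replicates individually reaching 50%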;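 note: exported cargo escapes ClpAP degradation while cytoplasmic cargo is degraded and loses fluorescence; 0% = median of neutral control wells and 100% = median of NaSCN control wells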
OPRM1-OPRD1 ag = agonists of OPRM1-OPRD1 heterodimerization, primary screen, cell-based, luminescence | cells | activation, % at 9.3 µM | actives 0.3% (n = 340,000) | AID 504326, 2011; in the data active = activation above about 18%;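 note: 0% = vehicle-treated cells and 100% = reference agonist; values of inactives mirror those of a sister screen read the other way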
Arrestin-AP2 inh = inhibitors of beta-arrestin/AP2 binding, primary screen, biochemical, GPCR trafficking, flow cytometry | inhibition, % at 10 µM | AID 504490, 2011 | actives 0.31% (n = 340,000) | beta-arrestin 1 C-terminal peptide binding to AP2 beta2-adaptin appendage (human) | FITC-arrestin peptide / GST-AP2 beads; AP2 beta2 appendage carries R879A mutation;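 active = inhibition above a set limit, near 3 SD of compounds lacking own fluorescence, cut at about 54% in these data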;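 note: plate controls were DMSO wells for no effect and 5 µM unlabelled arrestin peptide for full effect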
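System: GST-AP2 R879A bound to glutathione beads, E. coli-expressed. Also added: 50 nM FITC-arrestin peptide. Schedule: compound with beads 12 min RT, then probe 1 h RT. Signal: bead flow cytometry, FITC channel. Read-out basis: percent response.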
PKA-R1A activ = activators of PKA-R1A holoenzyme, primary screen, biochemical, fluorescence polarization, Cy5-IP20, bovine R1A, mouse PKAc; cAMP-dependent protein kinase type I-alpha regulatory subunit (Bos taurus) + …; actives 0.083% (n = 340,000); AID 504707, 2011; activation, % at 11.4 µM; PKA-R1A dissociation; scaled: DMSO 0%, 113 µM cGMP 100%;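 active = percent activation above the mean of all tested compounds plus 3 SD, cut at about 19% in these data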;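 note: higher means more PKAc released from R1A so a rise in polarization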
* hit, by the source's call; . = not tested or not shown.

SMILES	SUMO Mot1 rescue	PfHsp90 yeast 2	DSG3 Ab inh	E coli growth	AddAB inh	MOR-DOR inv ag	phage Ecoli inh	Tat transport	OPRM1-OPRD1 ag	Arrestin-AP2 inh	PKA-R1A activ
COc1cccc(CC2(CO)CCCN(Cc3cc4ccccc4[nH]3)C2)c1 (centres undefined)	24	-16	95	0.7	0.9	-18	4.9	0	3.5	-2	4
O=C(OCC#CCSc1nc2ccccc2s1)c1ccco1	12	-9	100	-4.0	-0.3	-15	4.3	-3	2.7	-3	1
Cc1cc(OC(C)C(=O)Nc2cccnc2)ccc1Cl (centres undefined)	-15	-7	100	3.6	4.5	6	2.7	5	-0.9	21	1
O=C(Nc1cc(Cl)ccc1-n1cncn1)c1cn2ccccc2n1	-9	6	0	1.8	0.5	21	2.9	-2	-4.0	-3	-23
Cn1c(=O)c2c(nc(NCc3ccccc3)n2CC(=O)NCc2ccccc2)n(C)c1=O	69	-17	102	-0.3	-0.8	.	1.7	-4	.	-3	-4
CCCSCCCNC(=O)c1ccc(NC(=O)C2=CSCCO2)cc1	8	-30	106	5.3	4.7	11	2.7	1	-2.0	4	0
COc1cc(C2NC(=O)NC(C)=C2C(C)=O)cc(OC)c1OC (centres undefined)	-9	-16	107	-1.9	-1.3	-7	0.8	13	1.5	13	9
COc1ccc(C2CC(=O)C=C(O)C2)cc1 (centres undefined)	6	-10	.	0.4	2.4	15	1.1	-2	-2.8	16	-6
COc1ccc(C(=O)NC(CCSC)C(=O)NCc2nnc3ccccn23)cc1 (centres undefined)	.	-6	103	.	.	-4	0.3	-3	0.6	-11	-7
Cc1nc2ccccc2c(=O)n1Nc1cccc(Cl)c1	-12	-24	101	-0.3	1.6	-1	2.0	-2	0.1	10	-12
CCOC(=O)C1CCCN(C(=O)c2cccc(S(=O)(=O)N3CCOCC3)c2)C1 (centres undefined)	-14	7	107	1.1	3.8	15	-2.9	1	-2.9	4	-12
C/C(COc1ccccc1)=N\NC(=O)c1nnn(-c2nonc2N)c1CSc1ccccc1	7	-12	.	0.1	1.5	-7	-0.6	10	1.4	14	-10
CC12CN3CCN(CC(C3)/C1=N/NC(=O)Nc1ccccc1)C2	-13	14	99	-1.3	0.9	4	2.6	0	-0.5	-6	-1
COc1ccc(C(=O)Cn2c(NCCO)nc3ccccc32)cc1	6	9	106	-0.5	0.5	22	4.0	-7	-4.5	5	-5
CCN(CC)c1ccc(/C=N/N2CCOCC2)c(O)c1	34	18	100	0.9	-0.2	0	2.6	-1	0.1	31	-9
CC(=O)OC1C([N+]2(C)CCCCC2)C[C@H]2C3CC[C@H]4C[C@H](OC(C)=O)C([N+]5(C)CCCCC5)CC4(C)[C@H]3CCC12C (some centres undefined)	6	-9	108	4.8	4.1	8	3.9	6	-1.4	20	5
O=C(O)c1ccccc1C(=O)NCc1ccc2c(c1)OCO2	7	9	98	-1.0	3.8	20	1.4	-2	-3.8	21	-8
COc1cccc(C(=O)NC23CC4CC(CC(C4)C2)C3)c1	-4	24	97	-1.9	-0.5	1	3.2	2	-0.3	18	10
O=C(Nc1nccs1)[C@@H]1CCCN1S(=O)(=O)c1ccc(Cl)cc1	18	-10	94	-3.5	-1.6	8	2.5	-2	-1.7	-6	-10
O=C(N/N=C/c1ccc(OC(F)F)cc1OC(F)F)c1ccc(Br)cc1	.	-13	100	-4.8	0.1	-6	5.4	-2	0.9	4	6
Clc1ccc(OCc2nn3c(-c4ccco4)nnc3s2)cc1	3	-18	113	-1.6	4.1	9	3.4	-4	-2.1	3	-3
COc1ccccc1CNC(=O)c1sccc1-c1ccccc1	4	-9	93	-0.8	2.3	13	1.4	7	-2.1	21	-1
O=C(NCC1CCCO1)C1CCN(S(=O)(=O)c2cccc3nonc23)CC1 (centres undefined)	7	-1	99	0.3	4.2	16	2.4	12	-3.7	-4	-13
Cc1ccc(-n2cnn(-c3ccc([N+](=O)[O-])cc3[N+](=O)[O-])c2=O)cc1	7	8	95	1.2	0.7	-61	-0.4	-1	14	19	12
CC(C)CC(CO)N1CCN(C(=O)c2ccc(Cl)c(Cl)c2)CCC1=O (centres undefined)	189	-7	94	0.7	1.4	11	3.7	2	-2.0	2	-7
COc1ccccc1CNC(=O)C1CCN(S(=O)(=O)c2ccc3c(c2)NC(=O)CO3)CC1	5	7	.	1.4	3.4	14	0.2	2	-2.5	-8	-5
COCCNC(=S)N(CCc1c(C)[nH]c2ccc(F)cc12)Cc1cccs1	281	8	100	-0.7	-0.8	4	1.0	7	-0.8	8	-1
Cc1ccc(CC2S/C(=C(/C#N)C(=O)NCc3ccco3)N(c3ccccc3)C2=O)cc1 (centres undefined)	5	9	86	0.1	-0.2	-23	-0.1	-10	3.6	10	3
Cc1ccc(NS(=O)(=O)c2ccccc2)c2c1CC(C)(C)O2	-13	-17	101	-0.6	0.6	14	1.2	-9	-2.7	1	3
CN(C)CCCn1c(NC(=O)C2CCCCC2)nc2ccccc21	-3	5	101	-0.7	-0.6	3	-1.2	-9	-0.5	0	6

Filtered by structure: those above containing a furan ring, fused or not.
SMILES	SUMO Mot1 rescue	PfHsp90 yeast 2	DSG3 Ab inh	E coli growth	AddAB inh	MOR-DOR inv ag	phage Ecoli inh	Tat transport	OPRM1-OPRD1 ag	Arrestin-AP2 inh	PKA-R1A activ
O=C(OCC#CCSc1nc2ccccc2s1)c1ccco1	12	-9	100	-4.0	-0.3	-15	4.3	-3	2.7	-3	1
Clc1ccc(OCc2nn3c(-c4ccco4)nnc3s2)cc1	3	-18	113	-1.6	4.1	9	3.4	-4	-2.1	3	-3
Cc1ccc(CC2S/C(=C(/C#N)C(=O)NCc3ccco3)N(c3ccccc3)C2=O)cc1 (centres undefined)	5	9	86	0.1	-0.2	-23	-0.1	-10	3.6	10	3

(continued)
SMILES	SUMO Mot1 rescue	PfHsp90 yeast 2	DSG3 Ab inh	E coli growth	AddAB inh	MOR-DOR inv ag	phage Ecoli inh	Tat transport	OPRM1-OPRD1 ag	Arrestin-AP2 inh	PKA-R1A activ
COc1ccc(C2=NOC(C(=O)Nc3ccc(C)cc3)C2)cc1OC (centres undefined)	4	-3	108	0.1	1.0	-11	0.5	3	2.1	4	1
C=CCNC(C(=O)Nc1cccc(OC)c1)c1ccccc1 (centres undefined)	138	-2	107	0.7	2.2	16	3.3	-6	-3.3	-2	-2
COc1cccc(OC)c1OCCOCCn1cnc2ccccc2c1=O	1	-25	98	0.3	2.0	6	0.2	-7	-1.2	0	-6
CCc1ccccc1-n1ncc(C(=O)Nc2ccccc2OC)c1C	17	14	88	1.9	2.6	-13	-0.6	-1	2.7	-1	-8
COc1ccc(NC(=O)C(c2ccc(C)cc2)N(C)C(=O)c2cnccn2)cc1 (centres undefined)	-14	8	95	2.4	4.1	11	3.0	12	-2.0	10	-7
Cc1ccc(NC(=O)N2CCCn3c(SCC(=O)c4ccccc4)nnc32)cc1	-6	.	103	0.5	-1.7	.	1.2	.	.	-7	.
CCCCn1nc2cc(C(=O)NCC3CC3)ccc2c1OCC	-9	16	100	1.6	3.6	-6	2.9	14	1.0	7	0
COc1ccc(-c2csc3ncn(-c4cccc(C)c4)c(=O)c23)cc1OC	8	34	95	-1.5	0.1	3	3.8	-5	-0.5	-1	-1
CC1CCCCN1C(=O)Nc1ccccc1Cl (centres undefined)	145	-13	91	-0.2	0.7	7	3.6	-9	-1.1	-2	-7
COc1ccc2nc(SCC(=O)Nc3ccccc3C)[nH]c2c1	7	-22	97	-2.2	-0.6	5	-0.6	-14	-1.0	-3	3
COc1ccc(CSc2nnc(NC(C)=O)s2)cc1[N+](=O)[O-]	.	14	88	.	.	-2	3.9	-1	0.3	3	0
O=C(CCC1CCCCC1)NCCS(=O)(=O)N1CCN(c2ccc(F)cc2)CC1	8	6	103	1.9	0.8	-45	-0.5	0	6.7	0	-4
CCOC(=O)c1c(C)[nH]sc1=S	.	6	99	.	.	12	-0.5	12	-2.4	-1	-5
COc1ccc(CCNC(=O)c2cnc(Cl)c(Cl)c2)cc1	0	4	97	0.0	-0.1	4	2.1	5	-1.0	-8	5
CCn1cc(CN2CCC(n3nccc3NC(=O)c3cccc(F)c3)CC2)c(C)n1	303	1	.	0.8	-1.3	8	2.4	1	-1.6	54	10

Record cards (already shown). Screens in order: SUMO Mot1 rescue | PfHsp90 yeast 2 | DSG3 Ab inh | E coli growth | AddAB inh | MOR-DOR inv ag | phage Ecoli inh | Tat transport | OPRM1-OPRD1 ag | Arrestin-AP2 inh | PKA-R1A activ
Profile of COc1ccc(C2=NOC(C(=O)Nc3ccc(C)cc3)C2)cc1OC (centres undefined) = 4 | -3 | 108 | 0.1 | 1.0 | -11 | 0.5 | 3 | 2.1 | 4 | 1
Profile of COc1ccc2nc(SCC(=O)Nc3ccccc3C)[nH]c2c1 = 7 | -22 | 97 | -2.2 | -0.6 | 5 | -0.6 | -14 | -1.0 | -3 | 3
Profile of COc1cccc(OC)c1OCCOCCn1cnc2ccccc2c1=O = 1 | -25 | 98 | 0.3 | 2.0 | 6 | 0.2 | -7 | -1.2 | 0 | -6

Carrying on:
SMILES	SUMO Mot1 rescue	PfHsp90 yeast 2	DSG3 Ab inh	E coli growth	AddAB inh	MOR-DOR inv ag	phage Ecoli inh	Tat transport	OPRM1-OPRD1 ag	Arrestin-AP2 inh	PKA-R1A activ
Cc1ccc(C(=O)NNC(=O)CNc2cccc(Cl)c2)cc1	-15	-24	100	0.5	-0.2	11	2.4	2	-2.1	18	-7
Cc1ccc(S(=O)(=O)c2cc3c(=O)n4ccccc4nc3n(C)c2=N)cc1	-14	-9	99	-2.1	2.3	12	2.5	-3	-2.0	-2	6
CCOC(=O)N1CCN(S(=O)(=O)c2ccc(C)cc2)C1	214	0	95	-1.7	-0.7	13	2.3	-5	-2.5	11	0
Cc1ccc(S(=O)(=O)Oc2ccc3ccc(O)cc3c2)cc1	-17	0	116	2.7	1.3	-21	4.6	3	4.4	-24	-7
CC(=O)NC(CCCN1C(=O)c2ccccc2C1=O)c1nnn(C)n1 (centres undefined)	1	-15	.	1.7	1.2	-7	0.8	-4	1.4	10	5

High-throughput results from PubChem BioAssay.
